# HT1080 IDH1KD tx: kills HT-1080 cells with IDH1 knockdown. actives 2% (n = 360,000). HT-1080 IDH1 knockdown viability, ATP luminescence, 48 h. Potency, µM (titrated, usually from 46.1 µM), inactives show at the highest dose activity, negative = toxicity, actives largely listed as cytotoxic;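 also: potency is read from the fitted curve at half-maximal effect; 0% = DMSO wells and -100% = cell-free medium wells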
#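 HT-1080-IDH1KD cells (IDH1 knocked down), 750/well in RPMI with 5% FBS, treated with compound 48 h at 37 degrees C. Viability by CellTiter-Glo luminescence, normalised to DMSO and no-cell wells; concentration-response curves classed.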
# KB-3-1 cytotox: KB-3-1 parental cell cytotoxicity; KB-3-1 viability, CellTiter-Glo ATP luminescence, 72 h; Potency, µM (doses to about 46.1 µM), without a hit: top-dose activity change, negative = cytotoxic, usual class: cytotoxic; actives 1.4% (n = 400,000); also: potency is read from the fitted curve at half-maximal effect; % is scaled to controls: 0 for no effect and ±100 for the full control effect; nearly all actives have a fitted effect of over 60% in size
#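 KB-3-1 parental drug-naive adenocarcinoma cells in DMEM/10% FBS, incubated 72 h at 37 C with pin-transferred compounds across a concentration series. Viability by CellTiter-Glo luminescence; concentration-response curves fitted after normalization.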
# MCF10A rereplic: inducers of DNA re-replication in MCF 10A breast cells; MCF 10A DNA re-replication, Hoechst nuclear intensity, 48 h; Potency, µM (titrated, usually from 46.1 µM), for the others: at the top dose activity, positive = re-replication, actives largely listed as activators; actives 2.9% (n = 350,000); also: potency is read from the fitted curve at half-maximal effect; % of control where 0% means no effect; nearly all actives have a fitted effect of over 50% in size
# HT1080-NT tox: kills 2HG-producing HT-1080-NT fibrosarcoma cells; HT-1080-NT fibrosarcoma viability, CellTiter-Glo ATP luminescence, 48 h; Potency, µM (doses to about 46.1 µM), for the others: top-dose activity, negative = less viability, most hits filed as cytotoxic; actives 1.6% (n = 360,000); AID 686970;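 also: NT is the 2HG producing partner of a matched IDH1 knockdown line; potency is read from the fitted curve at half-maximal effect; 0% = DMSO-treated cells and -100% = media-only wells without cells; nearly all actives have a fitted effect of over 55% in size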
#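 Viability by CellTiter-Glo luminescence after 48 h compound exposure at 37C of HT-1080-NT cells (750/well, RPMI, 5% FBS). % activity scaled between DMSO wells and medium-only wells, then curve-fitted and categorized by curve class.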
# GLP1R cytotox: cytotoxic in the GLP-1 receptor inverse agonist counter-screen. HEK293 cAMP-luciferase reporter cells, luminescence, 24 h. Potency, µM (highest dose often 38.3 µM), without a hit: top-dose activity change, negative = inhibition, usual class: inhibitors. actives 0.13% (n = 410,000). AID 624418;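 also: loss of luciferase light is scored as toxicity; potency is read from the fitted curve at half-maximal effect; % is scaled to controls: 0 for no effect and ±100 for the full control effect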
#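 Seeding density was 200 cells/uL; after overnight-length (12 h) culture, 23 nL compounds went on for 24 h at 37 °C. Readout used a luciferase detection reagent, luminescence taken after 12 min at room temperature.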
# D3 ag: activates the human D3 dopamine receptor; P35462; max activation, %; actives 0.58% (n = 410,000); D3R DiscoveRx beta-arrestin cells, luminescence, 90 min; AID 652048; in the data active = max activation above about 30%; also: 0% is about no effect; mostly tested at two doses, the higher about 12 µM
# Target sequence (P35462 whole entry, looked up): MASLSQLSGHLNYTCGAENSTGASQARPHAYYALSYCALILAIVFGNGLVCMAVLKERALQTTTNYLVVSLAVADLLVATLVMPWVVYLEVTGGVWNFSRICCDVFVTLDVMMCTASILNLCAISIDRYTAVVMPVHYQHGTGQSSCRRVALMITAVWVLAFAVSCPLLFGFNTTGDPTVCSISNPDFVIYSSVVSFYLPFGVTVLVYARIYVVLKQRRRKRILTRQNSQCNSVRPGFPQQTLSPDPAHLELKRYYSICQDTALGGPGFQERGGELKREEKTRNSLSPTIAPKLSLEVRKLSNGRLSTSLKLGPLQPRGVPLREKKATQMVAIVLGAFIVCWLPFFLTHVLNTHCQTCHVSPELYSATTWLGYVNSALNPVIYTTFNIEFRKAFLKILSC
#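 Agonist-mode cell screen: cells plated at 1500/well and incubated overnight at 37 °C, then exposed to library compounds for 90 min at 37 °C. Detection reagent was added for 30–60 min at room temperature, and luminescence was read.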
# SW480 rerep: induces DNA re-replication in SW480 colon adenocarcinoma cells | SW480 DNA re-replication, Hoechst DNA content imaging, 48 h | Potency, µM (doses to about 46.1 µM), without a hit: top-dose re-replication activation, actives largely listed as activators | actives 1.8% (n = 340,000) | AID 624297; also: potency is read from the fitted curve at half-maximal effect; % of control where 0% means no effect; nearly all actives have a fitted effect of over 55% in size
#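 250 cells/well; 23 nL cpd via pin tool; 48 hr, 37 C, 5% CO2; Hoechst 40 min; imager read of total nuclear intensity, ex 405/em 500-530 nm.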
# KB-V1 cytotox: kills drug-selected multidrug resistant KB-V1 cells; KB-V1 MDR cells viability, CellTiter-Glo, 72 h; Potency, µM (doses to about 46.1 µM), for the others: at the highest dose activity change, negative = cytotoxicity, usual class: cytotoxic; actives 3.4% (n = 400,000); also: potency is read from the fitted curve at half-maximal effect; % is scaled to controls: 0 for no effect and ±100 for the full control effect; nearly all actives have a fitted effect of over 60% in size
#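 KB-V1, DMEM (no phenol red) + 10% FBS; cpd pin-transferred, titration series; 72 h, 37 degrees C; CellTiter-Glo, luminescence. Data normalized, curve-fit.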
# IL1B secr inh: blocks inflammasome-driven IL-1 beta release. actives 4.7% (n = 360,000). THP-1 LPS/ATP IL-1B secretion, AlphaLISA, 16 h; stronger effect = lower value. activity change, % at 57.5 µM. AID 743279; in the data active = activity change below about -50%; inconclusive = mostly about -30% to -49%; also: % is scaled to controls: 0 for no effect and ±100 for the full control effect
#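 THP-1 cells pretreated 1 hr with compounds (up to 57.5 uM final), then stimulated with LPS (250 ng/mL final) plus ATP (1.25 mM final); secreted IL-1B measured by AlphaLISA after 16 hr, decreased signal indicating inhibition.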
# * marks the source's active call; other numbers are inactive results; ? = inconclusive; · = not tested or not shown; & = joins results of further samples; [ ] = remark or other dose. Unless noted, calls follow the shape of the dose curve; as a rule, active = well fitted curve in the direction sought with a large enough effect; inconclusive = small, poorly fitted or top-dose-only effect, or another doubt; inactive = no such curve, though single readings can be large; an effect the other way counts as inactive or inconclusive.
SMILES,HT1080 IDH1KD tx,KB-3-1 cytotox,MCF10A rereplic,HT1080-NT tox,GLP1R cytotox,D3 ag,SW480 rerep,KB-V1 cytotox,IL1B secr inh
O=C(O)c1ccc2noc(-c3ccccc3)c2c1,27%,14%,15%,21%,2%,2,0%,-16%,15
CC(=O)Oc1ccc(Cn2c(C)c(C(=O)NC3CC3)sc2=O)cc1,1%,17%,·,0%,2%,2,·,-4%,64
C=CCN=C(NC#N)SCCc1ccccc1,-6%,0%,-8%,-1%,-11%,4,-15%,5%,-13
CC(CSc1nnnn1-c1ccccc1)Cn1c(N2CCN(C)CC2)nc2c1c(=O)[nH]c(=O)n2C (stereo unspecified),15%,28%,1%,0%,7%,-23,-10%,-9%,-4
Cc1ccc(NC(=O)CN(C)C(=O)CSc2nnc(C(F)(F)F)n2C)cc1,7%,2%,-2%,15%,6%,-1,2%,0%,-11
Cc1nn(-c2nnc(C)c(=O)[nH]2)c(C)c1SCC(=O)Nc1ccc(C(C)C)cc1,1%,-11%,?,2%,-10%,8,-7%,-25%,29
CCS(=O)(=O)NCCc1csc(-c2cccnc2)n1,11%,1%,-7%,-1%,22%,-1,3%,-5%,-11
COc1ccc(-c2nc(SCC(=O)NCc3ccco3)c(-c3ccccc3)[nH]2)cc1OC,4%,-5%,21µM*,5%,-27%,1,1%,-6%,-18
CCC(=O)N(CCC1(C(C)C)CCOC(C)(C)C1)C(C)c1cccs1 (stereo unspecified),21%,-2%,-4%,6%,2%,-16,-24%,-29%,5
CCOC(=O)N1CCN(C(=O)CSc2nc(=O)n3ccc(C)cc3n2)CC1,-8%,13%,2%,0%,14%,1,2%,24%,-1
S=c1nn[nH]c2ccccc12,-12%,0%,1%,0%,-21%,85*,7%,21%,41
CCn1cc(C(=O)NCCc2ccc(C)cc2)c(=O)c2cc(S(=O)(=O)N3CCCCC3)ccc21,·,4%,·,·,-5%,-22,·,-7%,·
N#Cc1cccc(CSc2ncnc(N)n2)c1,-8%,6%,0%,3%,0%,10,-13%,6%,-10
Cc1ccc(N(CCCCN2C(=O)c3ccccc3C2=O)C(=O)c2cccs2)cc1,-22%,-5%,?,-23%,-18%,1,?,-6%,10
O=C(CN1C(=O)NC2(CCOc3ccccc32)C1=O)NCCc1ccccc1 (stereo unspecified),6%,2%,5%,4%,12%,5,-3%,?,9
O=C(CCCn1c(=O)[nH]c2cc(Cl)ccc2c1=O)NCCCN1CCCC1=O,-2%,-6%,6%,-3%,-8%,-14,-2%,-6%,21
COc1cccc(CN(C)C(=O)c2cc(-c3cccs3)nc3ccccc23)c1,-29%,·,?,?,?,4,-2%,·,-11
CCOc1ccccc1CNC(=O)c1cccn1-c1nnc(N2CCCC2)s1,·,6%,·,·,1%,1,·,-4%,·
O=C(O)CC(Sc1n[nH]c(=S)s1)C(=O)O (stereo unspecified),1%,0%,?,-1%,1%,-10,-2%,1%,0
O=C(c1ccccc1/S(=N/S(=O)(=O)c1ccccc1)N1CCOCC1)N1CCOCC1 (stereo unspecified),12%,8%,6%,24%,-12%,0,14%,6%,21
CC(=O)NC(CC(C)C)C(=O)NC(Cc1ccccc1)C(N)=O (stereo unspecified),4%,-2%,-5%,2%,-1%,30*,-5%,12%,-1
COC(=O)CCCC1=CC2=CC(=O)C(C)(OC(=O)c3cccs3)C(=O)C2=CN1CCc1c[nH]c2ccccc12 (stereo unspecified),-5%,-17%,-32%[inhibitor],-2%,-10%,2,10%[9.22 µM],-17%,27
Cc1cc(C)cc(SCc2noc(C(=O)NCCN(C)C)c2C(=O)NCCN(C)C)c1,?,?,3%,18µM*,0%,-6,?,0%,-16
Cc1cc(C(=O)CSc2nnc(Nc3ccccc3)s2)c(C)n1CC1CCCO1 (stereo unspecified),-5%,-19%,27%,0%,-14%,-4,?,?,?
CCOC(=O)C1C(C(=O)OCC)C1(c1ccccc1)c1ccccc1 (stereo unspecified),3%,-23%,?,10%,6%,-1,7%,10µM*,-1
COc1ccc(CCNC(=O)CS(=O)Cc2nc(-c3ccccc3F)oc2C)cc1OC (stereo unspecified),-1%,10%&0%,-1%,5%,-15%&-5%,-4&6,-11%,-5%&9%,-12
CN1CCN(c2nc(NCCOC34CC5CC(CC(C5)C3)C4)nc(OCC(F)(F)F)n2)CC1,13%,-29%,3%,9%,4%,-13,-3%,?,-80*
CCOC(=O)c1c(NC(=S)Nc2ccc(Cl)cc2)sc2c1CCN(C)C2,-19%,-14%,?,-26%,2%,-24,?,-6%,-15
O=C(O)c1ccc(CNCc2cc(Cl)ccc2O)cc1,10%,?,-5%,2%,-6%,10,-11%,?,35
COc1ccccc1C1NC(=O)NC(C)=C1C(C)=O (stereo unspecified),-17%,1%,11%,-12%,10%,-16,?,2%,8

# A second format for some results above:
# Results follow in this order: HT1080 IDH1KD tx | KB-3-1 cytotox | MCF10A rereplic | HT1080-NT tox | GLP1R cytotox | D3 ag | SW480 rerep | KB-V1 cytotox | IL1B secr inh
COc1ccc(CCNC(=O)CS(=O)Cc2nc(-c3ccccc3F)oc2C)cc1OC (stereo unspecified)
    -1% | 10%&0% | -1% | 5% | -15%&-5% | -4&6 | -11% | -5%&9% | -12
Cc1cc(C)cc(SCc2noc(C(=O)NCCN(C)C)c2C(=O)NCCN(C)C)c1
    ? | ? | 3% | 18µM* | 0% | -6 | ? | 0% | -16
COC(=O)CCCC1=CC2=CC(=O)C(C)(OC(=O)c3cccs3)C(=O)C2=CN1CCc1c[nH]c2ccccc12 (stereo unspecified)
    -5% | -17% | -32%[inhibitor] | -2% | -10% | 2 | 10%[9.22 µM] | -17% | 27

# More compounds follow.
SMILES,HT1080 IDH1KD tx,KB-3-1 cytotox,MCF10A rereplic,HT1080-NT tox,GLP1R cytotox,D3 ag,SW480 rerep,KB-V1 cytotox,IL1B secr inh
CN(C)S(=O)(=O)c1cccc(NC(=O)CSc2nc3ccccc3n2-c2ccccc2)c1,?,?,?,-23%,-15%,3,?,2.3µM*,-11
COc1ccc(C(=O)NC2CCCCCCC2)cc1OC,-5%,?,3%,-2%,?,-10,-1%,?,9
COCCCNC(=O)CN1C(=O)/C(=C\c2ccc(C)cc2)Sc2ccccc21,1%,2%,15%,-7%,14%,8,5%,0%,0
CC(=O)N1CCN(C(=O)c2ccc3c(c2)S(=O)(=O)c2ccccc2C3=O)CC1,2%,-9%,3%,1%,5%,0,-13%,8%,-2
COc1ccc(C=O)cc1OS(=O)(=O)c1ccc(NC(C)=O)cc1,?,-6%,?,-26%,-15%,-6,18µM*,-2%,20
CC(=O)n1c(C=Nc2ccc(Cl)cc2)c(O)c2ccccc21,-3%,-3%,16%,-15%,31%[activator],0,?,-25%,12
COc1ccccc1CNC(=O)CCCc1cn(C)c2ccccc12,-6%,-13%,3%,-2%,-1%,2,8%,-8%,-17
Cc1cc2ncc(S(=O)(=O)c3ccccc3)c(N)n2n1,6%,2%,3%,17%,4%[7.66 µM],-3,0%,-18%,3
Cc1ccc(C(=O)NCC(=O)Nc2cc(C)ccn2)cc1,1%,4%,-1%,9%,9%,5,-13%,?,17
CC(=O)OCC1=C(C(=O)O)N2C(=O)[C@@H](NC(=O)CSc3ccncc3)[C@H]2SC1,-1%,12%,-2%,1%,31%,0&4,-300%[inhibitor],20%,10
CCC[C@H]1CN(c2ccc(OC)cc2)C(=O)[C@@H]1CC(=O)Nc1ccccc1,6%,-29%,·,0%,-27%,2,·,-3%,-8
O=C(CSc1ccc(S(=O)(=O)N2CCOCC2)cn1)Nc1ccc(OC(F)F)cc1,2%,3%,7%,0%[9.24 µM],-1%,-6,7%,13%,4
COCCNC(=O)c1cccc(Nc2nc(-c3ccccc3)c3cc(Cl)ccc3n2)c1,?,15µM*,2.6µM*,-23%,118%[activator],8,?,?,-52*
Cc1ccc(-c2nc(-c3ccccn3)sc2CC(=O)O)cc1,-4%,1%,4%,9%,4%,0,-2%,-5%,2
Cc1ccc(Cl)cc1N1CCN(C(=O)CN2C(=O)COc3ccc(S(=O)(=O)N4CCC(C)CC4)cc32)CC1,·,-22%,·,·,-8%,-1,·,?,·
Cc1ccc(C)n1-c1ccc(C(=O)N/N=C/c2ccncc2)cc1,0%,34%,?,3%,15%,1,?,-9%,-7
COC(=O)COc1ccc(S(=O)(=O)NCc2ccco2)cc1,19%,0%,-3%,1%,0%,8,0%,3%,16
Cc1ccc(S(=O)(=O)c2nnn3c2nc(N(C)Cc2ccccc2)c2cc(Cl)ccc23)cc1C,·,-6%,·,·,2%,1,·,-6%,·
CC(=O)c1ccc2c(c1)OCCOCCOc1ccccc1OCCOCCO2,-4%,-9%,?,-15%,-3%,-9,?,2%,-15
Cc1cccc(/C(N)=N/OC(=O)c2cccnc2)c1,9%,4%,5%,6%,9%,8,-9%,-1%,25
O=C(NCc1ccc2c(c1)OCO2)c1ccc(Cl)s1,-10%,1%,5%,-17%,18%[7.66 µM],-1,0%,?,-19
COc1cc(CNC[C@H]2O[C@@H](n3ccc(N)nc3=O)[C@H](O)[C@@H]2O)ccc1OCc1cccc(Cl)c1,0%,16%,·,2%,2%,3,·,8%,-19
O=C(CCN1C(=O)C2C3C=CC(C3)C2C1=O)NC1CCCc2ccccc21 (stereo unspecified),4%,0%,?,7%,1%,-1,-6%,-14%,-1
O=C(O)COc1ccc(/C=C2/SC(=S)N(Cc3ccccc3)C2=O)cc1,-13%,-8%,-2%,-5%,-20%,6,2%,-2%,-5
CCOC(=O)CCCCCC(=O)Nc1ccc2c(c1)C(=O)N([C@@H](C)CO)C[C@H](C)[C@H](CN(C)C(=O)Nc1ccc(F)cc1)OCCCC[C@H](C)O2,6%,18%,·,5%,6%,-8,·,?,-1
CCOc1cc(C(=O)Nc2cccc3cccnc23)cc(OCC)c1OCC,·,0%,·,·,2%,27,·,-26%,·
CC(=O)c1c(C)n(C)c2ccc(OC(=O)c3ccc([N+](=O)[O-])cc3)cc12,9%,?,2%,3%,4%,-6,-10%,?,0

# Compound activity (PubChem BioAssay)
